Bioassay records (PubChem BioAssay)
OX1R FRET antag – OX1R (human) antagonism; AID 485270; OX1R-expressing cells, FRET antagonist read-out; inhibition, % at 6.6 µM; O43613; actives 1.8% (n = 330,000); in the data active means inhibition mostly above about 38%, no sharp cut-off; inactive means mostly below about 40%;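 further: 0% = agonist challenge alone and 100% = reference antagonist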
Target sequence (O43613 whole entry, looked up): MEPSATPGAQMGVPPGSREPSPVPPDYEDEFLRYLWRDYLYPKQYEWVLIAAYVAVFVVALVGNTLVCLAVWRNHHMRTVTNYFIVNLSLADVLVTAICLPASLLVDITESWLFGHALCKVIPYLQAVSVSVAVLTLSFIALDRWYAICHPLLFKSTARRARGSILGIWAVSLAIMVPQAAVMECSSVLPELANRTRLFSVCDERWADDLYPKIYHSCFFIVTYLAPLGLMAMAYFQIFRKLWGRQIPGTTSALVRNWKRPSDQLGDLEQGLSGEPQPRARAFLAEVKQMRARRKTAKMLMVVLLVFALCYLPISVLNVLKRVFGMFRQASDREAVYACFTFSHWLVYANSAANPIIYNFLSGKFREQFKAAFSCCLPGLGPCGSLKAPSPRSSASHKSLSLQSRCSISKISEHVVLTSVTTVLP
KCNQ2 inh – KCNQ2 channel blockers in CHO-K1 cells – cell-based, FluxOR thallium flux, B-score, primary screen (AID 2156). O88943. 20 min; hits give low values. B-score at 10 µM. actives 1.1% (n = 310,000);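 active means fluorescence ratio B-score at most minus 3 library SDs, with starting brightness B-score within 2 library SDs, cut at about -5.5 in these data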
STK33 kinase inh – inhibitors of human STK33 kinase | purified STK33, MBP phosphorylation, ADP-Glo luminescence | Q9BYT3 | inhibition, % at 10 µM | actives 0.073% (n = 320,000);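 active means inhibition at or above 25%, using the most active replicate where run in duplicate; inactive means inhibition below 25%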
Target sequence (Q9BYT3 whole entry, looked up): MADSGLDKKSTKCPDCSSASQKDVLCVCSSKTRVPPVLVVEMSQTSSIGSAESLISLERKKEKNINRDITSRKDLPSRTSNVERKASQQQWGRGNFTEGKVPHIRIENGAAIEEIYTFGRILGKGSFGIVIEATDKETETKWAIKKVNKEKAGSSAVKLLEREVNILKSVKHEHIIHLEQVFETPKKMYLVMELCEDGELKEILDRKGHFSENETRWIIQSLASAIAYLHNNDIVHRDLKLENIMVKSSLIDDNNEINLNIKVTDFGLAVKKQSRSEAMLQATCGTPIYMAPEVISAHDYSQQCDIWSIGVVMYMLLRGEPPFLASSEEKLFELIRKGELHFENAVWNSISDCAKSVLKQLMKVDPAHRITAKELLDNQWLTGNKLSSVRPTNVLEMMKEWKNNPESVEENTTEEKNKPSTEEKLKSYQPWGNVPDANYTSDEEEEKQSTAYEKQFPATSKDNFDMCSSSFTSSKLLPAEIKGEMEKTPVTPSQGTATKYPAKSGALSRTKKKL
The depositor's hits bear a star; i = inactive; . = not tested or not shown.

SMILES	OX1R FRET antag	KCNQ2 inh	STK33 kinase inh
CCCCCCc1c(O)nc(SCCN2CCOCC2)[nH]c1=O	25	i	-0.6
COc1ccccc1C(=O)C1CCCN(C(=O)c2cc(C(C)C)no2)C1 (stereo not drawn)	18	i	-0.6
CC(C)Cn1c(N)c(C(=O)COC(=O)/C=C/c2ccccc2)c(=O)n(C)c1=O	46	i	-3.2
CCOc1ccccc1C(=O)N1CCOCC1	19	i	-0.4
CC1(C)CCc2cc(S(=O)(=O)N3CCN(S(=O)(=O)c4c(F)cccc4F)CC3)ccc2O1	7	.	-0.9
CCCC(O)(c1ccc(Br)cc1)C(CN1CCOCC1)c1ccc(Cl)cc1 (stereo not drawn)	-1	i	-1.8
CCN(CC)CCNC(=O)c1ccc(NC(=O)c2cn(-c3ccccc3)nc2-c2cccs2)cc1	25	-12*	2.5
C=CCn1c(=N)n(CC(O)COc2ccc(OC)cc2)c2ccccc21 (stereo not drawn)	13	i	-2.8
COc1ccc(-c2nc3c(c(=O)[nH]c(=O)n3Cc3ccccc3)n2Cc2ccccc2)cc1	5	i	-1.7
CCC(C)NC(=S)N1CCN(Cc2ccc3c(c2)OCO3)CC1 (stereo not drawn)	15	i	-0.8
CCN(CC)CC(=O)Nc1nc(-c2ccc(Cl)cc2)cs1	26	i	-2.0
CCc1cccc2c(C#N)cn(CCOc3ccccc3OC)c12	21	i	-1.2
CC(C)COC(=O)OCN1C(=O)CN(CCN2CC(=O)N(COC(=O)OCC(C)C)C(=O)C2)CC1=O	4	.	-0.9
C#CCOCCOCCOCCNc1nc(N2CCN(C(=O)[C@H](CCC(=O)O)n3cc(C(N)CC(C)C)nn3)CC2)nc(N2CCN(C(=O)[C@H](CCC(=O)O)n3cc(C(N)[C@H](C)CC)nn3)CC2)n1 (stereo partly drawn)	1	i	0.2
O=C(COC(=O)c1c(Cl)ccc(Cl)c1Cl)NCC1CCCO1 (stereo not drawn)	2	.	0.3
COc1ccc(OC)c2[nH]c(=O)c(CCNC(=O)C(=O)c3c(C)[nH]c4ccccc34)cc12	40	i	-0.6
Cc1ccccc1OCC(=O)N/N=C1\SCC(=O)N1Cc1ccccc1	26	i	1.7
COc1ccc(CCN(C)C(=O)c2cc(-c3ccccc3)nc3ccc(C)cc23)cc1OC	70*	-7.1*	0.2
COc1ccccc1CNC(=O)C(=O)Nc1nccs1	12	i	0.7
O=C(Nc1ccc2c(c1)OCCO2)C1CCC1	7	i	-0.2
O=C(NNC(=S)Nc1ccccc1)c1ccco1	8	i	-0.8
CCCCn1c(N)c(N(CC(C)C)C(=O)c2cccc(S(=O)(=O)N3CCN(C(C)=O)CC3)c2)c(=O)[nH]c1=O	8	i	0.2
CC(C)[C@H](NC(N)=O)C(=O)NCCc1ccc(Cl)cc1	4	i	-0.2
CCCCN1C(=O)C2NN=C(C(=O)OCC)C2C1=O (stereo not drawn)	15	i	-0.7
CSc1ccccc1NC(=O)c1cnc2n(c1=O)CCS2	16	i	-0.9
(list continues)
SMILES	OX1R FRET antag	KCNQ2 inh	STK33 kinase inh
Cc1csc(NC(=O)c2cc(-c3ccccc3)nc3ccccc23)n1	25	i	-4.5
COc1ccc(-c2cnc(SCC(=O)Nc3nc(C(C)(C)C)cs3)n2Cc2ccco2)cc1	19	-8.3*	-0.8
O=C(CSc1nnc(-c2ccco2)o1)NC1CC2CCC1C2 (stereo not drawn)	8	i	-1.8
COc1cccc(-c2cccc(NC(=O)C3CCN(Cc4ccon4)CC3)c2)c1	12	i	-0.9
C#CCOCCOCCOCCNc1nc(N2CCN(C(=O)[C@H]([C@@H](C)O)n3cc(CCCCN)nn3)CC2)nc(N2CCN(C(=O)[C@H](CCCCN)n3cc(CC(C)O)nn3)CC2)n1 (stereo partly drawn)	33	.	-0.4
CC(=O)Oc1ccc(C(=O)Nc2ccc(S(=O)(=O)N3CCOCC3)cc2)cc1	14	i	-1.8
Cc1cnc(C(=O)Nc2ccccc2-c2ccc(C)o2)cn1	34	i	-1.1
CCOc1ccc(NS(=O)(=O)c2cc(C(=O)N(CC)CC(=O)NCc3cccs3)ccc2C)cc1	18	i	-1.5
Cc1ccc(/C=N/n2c(COc3ccccc3)n[nH]c2=S)cc1	-3	i	0.4
CCOC(=O)/C(C#N)=C/c1cc(C)n(-c2ccc(Br)cc2)c1C	18	i	-0.7
CC(=O)NS(=O)(=O)c1ccc(NC(=S)NC(=O)c2ccco2)cc1	11	i	-0.8
CCCc1cc(C(=O)NCc2cccs2)no1	17	i	0.4
Cn1c(SCC(=O)N2CCOCC2)nnc1-c1cccc(NC(=O)c2ccccc2F)c1	6	i	-0.1
CCCCn1c(N)c(N(CC(C)C)C(=O)c2cc(-c3ccc(OC)c(OC)c3)nc3ccccc23)c(=O)[nH]c1=O	16	i	.
CC(C(=O)OCC(=O)c1ccc(Br)cc1)N1C(=O)C2C3CCC(C3)C2C1=O (stereo not drawn)	10	i	-0.2
COc1ccccc1NC1=NC2(CCCC2)N=C(N)N1	6	i	-0.9
Clc1ccc(N2CCN(c3ncnc4c3oc3ccccc34)CC2)cc1	31	i	-0.4
Cc1ccccc1NC(=S)/C(=C(\[O-])c1ccc(C)c([N+](=O)[O-])c1)[n+]1ccccc1	33	i	-0.2
COc1ccc(N=Nc2[nH]c3ccc(C)cc3c2O)cc1	33	i	-1.2
COc1ccc(NC(=O)/C(C#N)=C/C=C/c2ccco2)cc1	29	i	-1.1
O=C(O)c1ccc(CNCc2cc(Cl)ccc2O)cc1	10	.	-2.0
C=CCSc1nnc(NC(=O)COc2ccc3ccccc3c2)s1	14	i	-0.8
O=C(O)CC1S/C(=N/N=C/C2CC=CCC2)NC1=O (stereo not drawn)	18	i	-0.4
O=C1NC(=O)c2cc(NC(=O)C3COc4ccccc4O3)ccc21 (stereo not drawn)	27	i	1.8
CC/C(=C\C(=O)c1cccnc1)Nc1ccc(C)c(C)c1	20	i	0.9
The listing continues.
SMILES	OX1R FRET antag	KCNQ2 inh	STK33 kinase inh
CC(C)(C)C1=Nn2c(nnc2-c2ccco2)SC1	13	i	.
COc1ccc(S(=O)(=O)N2CCCCCC2)cc1C(=O)N(C)CC(=O)Nc1ccccc1Cl	24	i	0.0
COc1ccc(OC)c(C(=O)NC(CC(N)=O)c2ccc(N3CCN(c4ccccc4)CC3)c([N+](=O)[O-])c2)c1 (stereo not drawn)	7	i	1.8
O=C(c1cccc(S(=O)(=O)NCc2ccccc2)c1)N1CCN(c2cccc(C(F)(F)F)c2)CC1	28	i	-1.8
O=C(NCCCCCCNC(=O)c1cncc(O)c1)c1cncc(O)c1	2	i	0.0
O=C(Nc1ccccc1)Nc1nc(-c2ccccc2)cs1	4	i	-1.2
Cc1nn(CC(=O)NNC(=S)NCC2CCCO2)c(C)c1Br (stereo not drawn)	5	i	-0.7
COC(=O)c1ccc(CNC(=O)c2ccc3oc(C(C)C)nc3c2)cc1	12	i	-1.7
O=C(Cc1c(F)cccc1Cl)NC1=NCCS1	0	i	-1.1
Cc1cc(CNC(=O)C2CCC(=O)N(Cc3ccccc3F)C2)on1 (stereo not drawn)	1	i	-2.0
COc1ccc(S(=O)(=O)N2CCN(C(=O)C3CCC3)CC2)cc1	17	i	0.1
CCN(C(=O)COC(=O)CCCN1C(=O)c2cccc3cccc(c23)C1=O)C1CCS(=O)(=O)C1 (stereo not drawn)	53*	i	-2.9
CC(C)Cn1cnc2sc3c(c2c1=N)CCCC3	19	i	-1.7
COc1ccc(N2CCN(c3ncnc4c3[nH]c3ccccc34)CC2)cc1	89*	i	-2.3
CCOc1ccccc1NC(=O)C1CCN(C(=O)NCc2ccccc2)CC1	13	i	0.6
CCOC(=O)c1c(-c2ccccc2)oc2ccc(OC(C)C(=O)O)cc12 (stereo not drawn)	22	i	-0.2
CSCc1ccc(C(=O)Nc2cc(C)cc(C)c2)cc1	13	i	-2.0
Cc1cccc(/C=C/c2onc(C)c2[N+](=O)[O-])n1	65*	i	-1.1
CCC(=O)c1ccc(Oc2ccc(C(=O)c3ccc(C)cc3)cc2[N+](=O)[O-])cc1	20	i	-3.5
CCCCNC(=O)c1sc(=S)n2c1[nH]c(=O)c1ccc(C(=O)NCCc3ccc(OC)c(OC)c3)cc12	6	i	3.1
CC(C)C(NC(=O)c1ccc(F)cc1)C(=O)NC1(C)CCS(=O)(=O)C1 (stereo not drawn)	7	.	-1.7
CCOC(=O)C1=C(CC)OC(N)=C(C#N)C1c1ccc(OC)c(OC)c1OC (stereo not drawn)	6	i	-0.6
O=S(=O)(NCC1(N2CCOCC2)CCCCC1)c1ccc(Cl)cc1C(F)(F)F	3	i	-0.3
CN(CC(=O)Nc1c(Cl)cccc1Cl)C(=O)C1=COCCO1	1	i	-0.3
C[C@H](NC(=O)c1ncn(C)c1C(=O)N[C@@H](C)c1ccccc1)c1ccccc1	5	.	-0.5
Continued.
SMILES	OX1R FRET antag	KCNQ2 inh	STK33 kinase inh
CCC(NC(=O)NNC(=O)c1ccncc1)(C(F)(F)F)C(F)(F)F	9	i	-0.7
CN(C(=O)c1ccc(OC2CCN(CCc3ccccc3)CC2)cc1)C1CCCCC1	1	i	.
CCC(=O)Nc1cccc(-n2nnnc2SCC(=O)N2CCCCC2)c1	7	i	-0.4
CCOc1cc(/C=N/O)cc(Br)c1OCc1ccc(Cl)cc1	8	i	-1.2
Cc1cc(Nc2ccccc2)c2c([N+](=O)[O-])ccc(C)c2n1	7	-7.3*	-2.3
O=C(Cn1c(=O)oc2ccc(Cl)cc21)NC1CCCCC1	18	i	1.8
COc1cccc(N(C(=O)c2cccs2)c2nc3ccccc3s2)c1	23	i	-0.4
CSCC[C@H](NC(=O)[C@@H]1Cc2ccccc2CN1)C(=O)NC(C)c1ccccc1 (stereo partly drawn)	18	i	4.2
O=C(Nc1ccc(/C=C/c2nc3ccccc3o2)cc1)c1ccc(F)cc1	23	i	-2.3
Nc1nc(N2CCCCC2)nc(N(c2ccccc2)c2ccccc2)n1	2	i	0.4
Cc1cc(=O)[nH]c(N2CCN(C(c3ccccc3)c3ccccc3)CC2)n1	16	i	0.4
CCOC(=O)N1CCC(N(CCN(C)C)C(=S)Nc2ccccc2OC)CC1	6	i	-0.8
O=C(NCCc1ccc(F)cc1)c1ccc2nccnc2c1	9	.	-0.6
CCOC(=O)N/N=C/c1ccc(N2CCOCC2)s1	29	i	0.4
Cc1cccc(C)c1N(CC(=O)N1CCCC1)S(C)(=O)=O	-1	i	0.1
O=C(Nc1ccc(Oc2ccc(C(F)(F)F)cn2)c(Cl)c1)C1CC1	18	i	1.0
O=C(NCCCn1ccnc1)c1cc(C(=O)C2CC2)c[nH]1	9	i	0.4
Cc1cc(C)cc(S(=O)(=O)c2cnc3ccccc3n2)c1	33	i	0.8
CCOc1ccc(S(=O)(=O)N(CC)CC(=O)NC2CC2)cc1	0	i	0.1
C=CCn1c(SCc2nc(N)nc(N(C)C)n2)nnc1-c1cccnc1	3	i	-1.1
Cc1ccc(NCCC(=O)c2ccc(Br)cc2)cc1	8	i	-2.6
O=C(NC(Cc1ccccc1)c1ccc2c(c1)OCCCO2)c1ccccc1F (stereo not drawn)	8	i	-0.9
CCn1cc(C(=O)NCCCOC(C)C)c(=O)c2cc(S(=O)(=O)N3CCOCC3)ccc21	8	i	0.8
CN1CCOCCOCCN(C)C1=O	1	i	-1.8
O=C(Cc1cccc(C(F)(F)F)c1)Nc1cccc(S(=O)(=O)N2CCCC2)c1	6	i	-2.1

One compound at a time, from the list above. Order of screens: OX1R FRET antag	KCNQ2 inh	STK33 kinase inh
Profile of Cc1ccc(NCCC(=O)c2ccc(Br)cc2)cc1 = 8	i	-2.6
Profile of CCC(=O)Nc1cccc(-n2nnnc2SCC(=O)N2CCCCC2)c1 = 7	i	-0.4
Profile of Cc1cccc(C)c1N(CC(=O)N1CCCC1)S(C)(=O)=O = -1	i	0.1

New compounds follow:
SMILES	OX1R FRET antag	KCNQ2 inh	STK33 kinase inh
Cc1ccc(C)c(-c2csc(-c3cccnc3)n2)c1	8	i	-1.5
CO/N=C(\Cn1ncc(N2CCCC2)c(Cl)c1=O)c1ccc(Cl)cc1	22	i	-0.9
O=C(Cn1c(=O)sc2ccccc21)Nc1ccccc1	3	i	-0.9
COc1cc(Cl)cc(/C=N/NC(N)=O)c1O	6	i	-0.4
CCCOc1ccc2ccccc2c1/C=N/n1c(C)nnc1-n1nc(C)cc1C	15	i	0.2
O=C(C[C@@H]1C/C=C\C[C@@H](Cc2ccc(F)cc2)C(=O)OC[C@@H](Cc2c[nH]c3ccccc23)NC1=O)NCCO	9	.	-0.3
OC(CNCCNc1ncccc1C(F)(F)F)COc1ccc(F)cc1 (stereo not drawn)	14	i	-2.3

Among those listed so far, two have a tert-butyl group:
SMILES	OX1R FRET antag	KCNQ2 inh	STK33 kinase inh
COc1ccc(-c2cnc(SCC(=O)Nc3nc(C(C)(C)C)cs3)n2Cc2ccco2)cc1	19	-8.3*	-0.8
CC(C)(C)C1=Nn2c(nnc2-c2ccco2)SC1	13	i	.

4 entries out of the list, sorted by molar mass, largest number first.
SMILES	OX1R FRET antag	KCNQ2 inh	STK33 kinase inh
O=C(C[C@@H]1C/C=C\C[C@@H](Cc2ccc(F)cc2)C(=O)OC[C@@H](Cc2c[nH]c3ccccc23)NC1=O)NCCO	9	.	-0.3
CCCOc1ccc2ccccc2c1/C=N/n1c(C)nnc1-n1nc(C)cc1C	15	i	0.2
CO/N=C(\Cn1ncc(N2CCCC2)c(Cl)c1=O)c1ccc(Cl)cc1	22	i	-0.9
COc1cc(Cl)cc(/C=N/NC(N)=O)c1O	6	i	-0.4

Quoted from the listing:
For OX1R FRET antag, `Cc1ccc(/C=N/n2c(COc3ccccc3)n[nH]c2=S)cc1` is listed with -3
For STK33 kinase inh, `O=C(COC(=O)c1c(Cl)ccc(Cl)c1Cl)NCC1CCCO1` (stereo not drawn) is listed with 0.3
For STK33 kinase inh, `CN1CCOCCOCCN(C)C1=O` is listed with -1.8
